# Screening results from PubChem BioAssay.
# NSD2 inh: inhibitors of human NSD2, primary screen, biochemical, plate reader, single point; NSD2-SET H3K36me1 DELFIA fluorescence; inhibition, % at 12.5 µM; 44,000 compounds, 0.07% hits; AID 624260, 2012; in the data active = inhibition above about 54%, passing the limit was not always enough;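 also: inhibitors reduce the monomethyl H3K36 fluorescence signal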
# Target sequence (O96028 whole entry, looked up): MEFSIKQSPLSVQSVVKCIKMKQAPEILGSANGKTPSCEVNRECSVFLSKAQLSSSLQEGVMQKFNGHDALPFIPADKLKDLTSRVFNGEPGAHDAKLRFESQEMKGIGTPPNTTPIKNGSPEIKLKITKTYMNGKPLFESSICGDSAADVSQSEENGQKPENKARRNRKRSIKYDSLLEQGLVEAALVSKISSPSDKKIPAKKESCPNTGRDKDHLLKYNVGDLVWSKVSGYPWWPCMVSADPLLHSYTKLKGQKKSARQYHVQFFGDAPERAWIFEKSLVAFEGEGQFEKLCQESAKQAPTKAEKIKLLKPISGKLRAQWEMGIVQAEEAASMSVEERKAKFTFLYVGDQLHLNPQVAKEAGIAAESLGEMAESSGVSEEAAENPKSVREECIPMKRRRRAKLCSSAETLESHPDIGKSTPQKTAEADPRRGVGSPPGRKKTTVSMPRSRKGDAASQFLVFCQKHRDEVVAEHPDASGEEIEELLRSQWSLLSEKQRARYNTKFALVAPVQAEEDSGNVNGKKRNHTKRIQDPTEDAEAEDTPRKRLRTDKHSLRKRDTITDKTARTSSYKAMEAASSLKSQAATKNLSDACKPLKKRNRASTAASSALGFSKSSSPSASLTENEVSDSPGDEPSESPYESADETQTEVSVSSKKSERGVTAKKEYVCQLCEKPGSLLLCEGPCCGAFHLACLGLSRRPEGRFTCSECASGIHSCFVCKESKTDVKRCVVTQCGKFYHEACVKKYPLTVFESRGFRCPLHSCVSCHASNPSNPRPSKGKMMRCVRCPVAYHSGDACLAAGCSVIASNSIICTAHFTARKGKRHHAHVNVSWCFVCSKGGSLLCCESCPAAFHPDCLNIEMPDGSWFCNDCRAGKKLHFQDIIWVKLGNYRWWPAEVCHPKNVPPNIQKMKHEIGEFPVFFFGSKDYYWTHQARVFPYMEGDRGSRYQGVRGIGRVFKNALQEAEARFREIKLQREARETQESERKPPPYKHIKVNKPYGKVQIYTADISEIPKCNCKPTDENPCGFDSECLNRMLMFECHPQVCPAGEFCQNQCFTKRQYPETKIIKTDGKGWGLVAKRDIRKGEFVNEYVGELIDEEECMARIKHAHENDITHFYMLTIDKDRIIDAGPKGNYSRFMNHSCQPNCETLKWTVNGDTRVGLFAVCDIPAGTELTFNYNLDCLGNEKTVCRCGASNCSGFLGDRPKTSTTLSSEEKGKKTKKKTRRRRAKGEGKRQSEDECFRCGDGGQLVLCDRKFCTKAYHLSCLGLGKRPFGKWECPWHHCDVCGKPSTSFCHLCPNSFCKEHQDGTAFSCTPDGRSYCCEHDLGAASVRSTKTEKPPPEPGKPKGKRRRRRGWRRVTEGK
# The depositor's hits bear a star.
SMILES,NSD2 inh
Cc1ccc(S(=O)(=O)N(C)C[C@@H]2Oc3ccc(NS(=O)(=O)c4ccc(F)cc4)cc3CC(=O)N([C@@H](C)CO)C[C@@H]2C)cc1,-3.6
C[C@H]1CN([C@@H](C)CO)C(=O)c2cc(C3=CCCC3)cnc2O[C@H]1CN(C)C(=O)CN(C)C,-1.6
Cc1noc(C)c1NC(=O)N(C)C[C@@H]1OCCCC[C@H](C)Oc2ccc(NS(=O)(=O)c3ccc(F)cc3)cc2C(=O)N([C@@H](C)CO)C[C@H]1C,6.9
COc1c(-c2ccccc2)oc2c(OC)c(O)cc(O)c2c1=O,-9.3
COc1cc(C[C@@H]2COC(c3ccc(O[C@@H]4O[C@H](CO)[C@@H](O)[C@H](O)[C@H]4O)c(OC)c3)[C@@H]2CO)ccc1O[C@@H]1O[C@H](CO)[C@@H](O)[C@H](O)[C@H]1O (stereo not given in full),-7.7
C[C@@H]1CN([C@H](C)CO)C(=O)c2cc(NC(=O)Nc3ccc(C(F)(F)F)cc3)ccc2O[C@H]1CN(C)C(=O)Nc1ccc(F)cc1,-5.6
C[C@@H]1CN([C@H](C)CO)C(=O)c2cc(C#CCN(C)C)cnc2O[C@@H]1CN(C)Cc1ccccn1,-0.8
CNC[C@@H]1Oc2ccc(NS(=O)(=O)c3ccc(F)cc3)cc2CC(=O)N([C@@H](C)CO)C[C@@H]1C,5.3
O=C(Nc1ccc(S(=O)(=O)Nc2ccccc2Oc2ccc(Cl)cc2Cl)cc1)C1CC1,-2.2
CC(C)NC(=O)N(C)C[C@@H]1OCCCC[C@H](C)Oc2ccc(NC(=O)Nc3ccc(F)cc3)cc2C(=O)N([C@H](C)CO)C[C@@H]1C,-1.9
C[C@@H]1CN([C@H](C)CO)C(=O)Cc2cc(NS(=O)(=O)c3ccc(F)cc3)ccc2O[C@H]1CN(C)C(=O)NC1CCCCC1,1.5
COC(=O)CCCCCCC(=O)NN=C1CCCC1,-1.8
COc1ccc(NC(=O)Nc2ccc3c(c2)C(=O)N([C@@H](C)CO)C[C@@H](C)[C@@H](CN(C)C(=O)Nc2ccc(F)cc2)OCCCC[C@@H](C)O3)cc1,-2.1
Cc1ccc(S(=O)(=O)Nc2ccc3c(c2)CC(=O)N([C@@H](C)CO)C[C@H](C)[C@H](CN(C)CC2CCCCC2)O3)cc1,-5.2
C[C@@H]1CN([C@H](C)CO)C(=O)c2cccc(N(C)C)c2O[C@H]1CN(C)C,-5.7
C[C@H](CO)N1C[C@H](C)[C@@H](CN(C)C(=O)c2ccc3c(c2)OCO3)Oc2ncc(C3=CCCC3)cc2C1=O,4.8
C/C=C/c1cnc2c(c1)C(=O)N([C@H](C)CO)C[C@H](C)[C@H](CN(C)Cc1cncnc1)O2,0.3
C[C@@H]1CCCCO[C@@H](CN(C)C(=O)c2ccccc2)[C@H](C)CN([C@H](C)CO)C(=O)c2cc(NC(=O)Nc3ccc(F)cc3)ccc2O1,-3.2
O=c1cc(CO)oc(C(Nc2ccccn2)c2ccccc2O)c1O (stereo not given),1.6
COC(=O)CCCCCCC(=O)N/N=C/c1cccc(NC(=O)OC(C)(C)C)c1,-8.8
CC(C)NC(=O)N(C)C[C@@H]1Oc2cc(-c3cncnc3)ccc2S(=O)(=O)N([C@@H](C)CO)C[C@H]1C,-11.4
C[C@@H]1CN([C@@H](C)CO)C(=O)c2cc(-c3cccc(F)c3)cnc2O[C@H]1CN(C)S(C)(=O)=O,12.3
O=C(NCc1ccccc1)[C@@]1(CCS(=O)(=O)c2ccccc2)N=C(c2ccc(OCCCO)cc2)O[C@H]1c1ccccc1,5.8
COc1ccc(C#Cc2cnc3c(c2)C(=O)N([C@H](C)CO)C[C@@H](C)[C@@H](CN(C)C(=O)Nc2cccc(OC)c2)O3)cc1,-1.0
C[C@@H]1C[C@H]2[C@@H]3C[C@H](F)C4=CC(=O)C=C[C@]4(C)[C@@]3(F)[C@@H](O)C[C@]2(C)[C@@]1(O)C(=O)CO,-2.9
C[C@H](CO)N1C[C@H](C)[C@@H](CN(C)Cc2cccc(C(=O)O)c2)Oc2ncc(C#CC(C)(C)O)cc2C1=O,-2.1
Cc1noc(C)c1S(=O)(=O)Nc1ccc2c(c1)CC(=O)N([C@@H](C)CO)C[C@H](C)[C@H](CN(C)C(=O)NC1CCCCC1)O2,9.6
CCC(=O)N(C)C[C@H]1Oc2ncc(C#CCC(C)C)cc2C(=O)N([C@@H](C)CO)C[C@@H]1C,-4.6
C[C@@H]1CN([C@H](C)CO)C(=O)c2cc(NC(=O)Cc3cn(C)c4ccccc34)ccc2O[C@@H]1CN(C)S(=O)(=O)c1ccc(F)cc1,5.5
C[C@@H]1CN([C@@H](C)CO)C(=O)c2cc(NS(=O)(=O)c3cccs3)ccc2O[C@H]1CN(C)Cc1ccc(-c2ccccc2)cc1,-8.4
C[C@@H]1CN([C@H](C)CO)C(=O)c2c(c3ccccc3n2C)-c2ccccc2CO[C@@H]1CN(C)S(=O)(=O)c1ccccc1F,-3.0
C[C@@H]1CN([C@H](C)CO)C(=O)c2cc(NC(=O)Nc3ccc4c(c3)OCO4)ccc2O[C@@H]1CN(C)S(C)(=O)=O,5.7
O=C(C[C@H]1C[C@H]2c3cc(NS(=O)(=O)c4ccccc4)ccc3O[C@H]2[C@@H](CO)O1)N1CCCCC1,6.5
COC(=O)C[C@@H]1C=C[C@@H](NC(=O)Nc2ccc(C(F)(F)F)cc2)[C@@H](CO)O1,0.1
COc1ccc(S(=O)(=O)Nc2cccc3c2O[C@@H](CN(C)C)[C@H](C)CN([C@@H](C)CO)C3=O)cc1,-1.2
C[C@@H]1CN([C@H](C)CO)C(=O)c2c(c3ccccc3n2C)-c2ccccc2CO[C@@H]1CN(C)C(=O)Nc1cccc(F)c1,-4.3
COc1ccc(CN(C)C[C@@H]2Oc3ccc(NC(=O)Nc4c(C)noc4C)cc3CC(=O)N([C@H](C)CO)C[C@@H]2C)cc1,1.5
C[C@@H]1CN([C@H](C)CO)C(=O)c2cc(Br)cnc2O[C@@H]1CN(C)C(=O)NC1CCCC1,-12.8
Cc1noc(C)c1S(=O)(=O)N(C)C[C@H]1OCCCC[C@H](C)Oc2ccc(N(C)C)cc2C(=O)N([C@@H](C)CO)C[C@@H]1C,2.5
C[C@H](NC(=O)C[C@@H]1C[C@H]2c3cc(NC(=O)NC4CCCCC4)ccc3O[C@H]2[C@H](CO)O1)c1ccccc1,-11.4
C[C@H](CO)N1C[C@H](C)[C@H](CN(C)Cc2ccncc2)OCCCC[C@H](C)Oc2ccc(NS(=O)(=O)c3ccccc3)cc2C1=O,-3.5
C[C@H](CO)N1C[C@H](C)[C@@H](CN(C)C(=O)Nc2ccccc2)Oc2ccc(NC(=O)CCCCCC(=O)Nc3ccccc3N)cc2C1=O,0.7
C[C@@H]1CN([C@@H](C)CO)C(=O)Cc2cc(NC(=O)CCCCCC(=O)Nc3ccccc3N)ccc2O[C@@H]1CN(C)C(=O)Nc1ccccc1,-2.1
COC(=O)C[C@H]1CC[C@@H](NC(=O)c2ccccc2)[C@@H](CO)O1,20.9
COc1ccc(S(=O)(=O)Nc2ccc3c(c2)CC(=O)N([C@@H](C)CO)C[C@H](C)[C@@H](CN(C)Cc2ccc(C(=O)O)cc2)O3)cc1,2.1
Cc1noc(C)c1NC(=O)Nc1ccc2c(c1)CC(=O)N([C@H](C)CO)C[C@H](C)[C@@H](CN(C)C(=O)Nc1ccc3c(c1)OCO3)O2,-3.2
CN(C)CC(=O)Nc1ccc2c(c1)[C@H]1C[C@@H](CC(=O)NCc3ccc4c(c3)OCO4)O[C@H](CO)[C@H]1O2,0.1
C[C@@H]1CN([C@H](C)CO)S(=O)(=O)c2ccc(/C=C/c3ccccc3)cc2O[C@@H]1CN(C)Cc1ccccc1,9.8
C[C@H](CO)N1C[C@H](C)[C@@H](CN(C)C)Oc2ccc(NC(=O)Cn3cnnn3)cc2C1=O,-6.7
CC(C)CC#Cc1ccc2c(c1)O[C@@H](CN(C)Cc1ccccc1)[C@@H](C)CN([C@@H](C)CO)S2(=O)=O,-2.6

# Other compounds:
SMILES,NSD2 inh
CC(C)C#Cc1cnc2c(c1)C(=O)N([C@H](C)CO)C[C@@H](C)[C@H](CN(C)S(=O)(=O)c1cn(C)cn1)O2,-2.5
COC(=O)[C@]1(Cc2ccccc2CN=[N+]=[N-])N=C(c2ccc(OCCCO)cc2)O[C@@H]1c1ccccc1N=[N+]=[N-],-4.9
C[C@@H]1CCCCO[C@@H](CN(C)C(=O)C2CCCCC2)[C@@H](C)CN([C@H](C)CO)C(=O)c2cc(NC(=O)Nc3cccc4ccccc34)ccc2O1,-1.4
Cc1ccc(-c2ccc3c(c2)O[C@H](CN(C)C(=O)Nc2ccc(C(F)(F)F)cc2)[C@H](C)CN([C@@H](C)CO)S3(=O)=O)cc1,-15.8
Cc1cnc(N(C(=O)c2c(-c3ccccc3)noc2C)C(=O)c2c(-c3ccccc3)noc2C)c(C)n1,-2.3
C[C@H](CO)N1C[C@H](C)[C@H](CN(C)Cc2ccc(C(=O)Nc3ccccc3N)cc2)Oc2ccc(NC(=O)Cc3cn(C)c4ccccc34)cc2C1=O,0.8
C[C@@H]1CCCCO[C@@H](CN(C)Cc2ccccc2)[C@@H](C)CN([C@H](C)CO)C(=O)c2cc(NC(=O)C3CCCCC3)ccc2O1,-10.5
COc1ccc(CN(C)C[C@@H]2Oc3ccc(NC(=O)c4ccncc4)cc3C(=O)N([C@@H](C)CO)C[C@@H]2C)cc1,4.1
C[C@@H]1CN([C@H](C)CO)C(=O)c2cc(NS(=O)(=O)c3ccc(F)cc3)ccc2O[C@@H]1CN(C)Cc1ccc(C(=O)O)cc1,-6.0
C[C@H](CO)N1C[C@H](C)[C@H](CN(C)C(=O)Cc2ccccc2)Oc2cc(C#CC3CCCC3)ccc2S1(=O)=O,-0.4
O=C(C[C@H]1C=C[C@@H](NS(=O)(=O)c2ccc(F)cc2)[C@H](CO)O1)NC1CCCCC1,-0.9
Cc1noc(C)c1NC(=O)N(C)C[C@H]1Oc2ccc(NS(=O)(=O)c3cn(C)cn3)cc2C(=O)N([C@@H](C)CO)C[C@H]1C,27.4
C[C@H](CO)N1C[C@H](C)[C@H](CN(C)C(=O)CC2CC2)Oc2ncc(C#CC3CC3)cc2C1=O,2.0
COc1ccc(NC(=O)N(C)C[C@@H]2Oc3ncc(-c4ccc(OC)cc4)cc3C(=O)N([C@H](C)CO)C[C@@H]2C)cc1,10.8
Cc1ccc(S(=O)(=O)N(C)C[C@@H]2Oc3c(NS(=O)(=O)c4ccc(F)cc4)cccc3C(=O)N([C@H](C)CO)C[C@@H]2C)cc1,-470.4
CC1=C(C/C=N/NC(=O)c2cccc(C(=O)NO)c2)C(C)(C)CCC1,-4.5
C[C@H](CO)N1C[C@H](C)[C@H](CN(C)S(C)(=O)=O)Oc2cc(C#Cc3ccccc3)ccc2S1(=O)=O,-1.6
COCC(=O)N(C)C[C@H]1Oc2ncc(-c3ccc(C#N)cc3)cc2C(=O)N([C@H](C)CO)C[C@H]1C,2.0
CC(=O)N(C)C[C@H]1Oc2ncc(C#C[C@@H](C)O)cc2C(=O)N([C@@H](C)CO)C[C@H]1C,2.4
O/N=C1/CC(O)(C(F)(F)F)Oc2ccccc21 (stereo not given),0.1
COCC(=O)N(C)C[C@@H]1Oc2ncc(C#C[C@@H](C)O)cc2C(=O)N([C@H](C)CO)C[C@H]1C,3.9
CC(C)NC(=O)N(C)C[C@@H]1Oc2ncc(C#CC3CCCC3)cc2C(=O)N([C@H](C)CO)C[C@@H]1C,-0.4
C[C@@H]1CN([C@H](C)CO)C(=O)Cc2cc(NC(=O)Cc3cn(C)c4ccccc34)ccc2O[C@@H]1CN(C)Cc1ccc(-c2ccccc2)cc1,0.2
C[C@@H]1CN([C@@H](C)CO)C(=O)Cc2cc(NS(=O)(=O)c3ccc(F)cc3)ccc2O[C@H]1CN(C)C(=O)Nc1ccc(F)cc1,3.1
CN1CCN(C(=O)C[C@@H]2CC[C@H](NC(=O)c3ccc4c(c3)OCO4)[C@@H](CO)O2)CC1,23.1
COc1ccc(NC(=O)CSc2ncnc3sc4c(c23)CCC(C)C4)c([N+](=O)[O-])c1 (stereo not given),0.7
C[C@H]1CN([C@@H](C)CO)S(=O)(=O)c2ccc(C#CCN(C)C)cc2O[C@@H]1CN(C)Cc1ccccc1F,1.8
C[C@H](CO)N1C[C@H](C)[C@@H](CN(C)Cc2ccccc2)Oc2ccc(NS(=O)(=O)c3cn(C)cn3)cc2C1=O,-2.1
COc1ccc(NC(=O)N(C)C[C@H]2Oc3cc(-c4ccncc4)ccc3S(=O)(=O)N([C@@H](C)CO)C[C@H]2C)cc1,2.2
CCOC(=O)c1c(NC(=O)C(C)Oc2ccccc2)sc(C)c1C (stereo not given),-1.6

# Random excerpt: 6 records from the list.
SMILES,NSD2 inh
CCOC(=O)c1c(NC(=O)C(C)Oc2ccccc2)sc(C)c1C (stereo not given),-1.6
COc1ccc(NC(=O)CSc2ncnc3sc4c(c23)CCC(C)C4)c([N+](=O)[O-])c1 (stereo not given),0.7
CN1CCN(C(=O)C[C@@H]2CC[C@H](NC(=O)c3ccc4c(c3)OCO4)[C@@H](CO)O2)CC1,23.1
CC(C)NC(=O)N(C)C[C@@H]1Oc2ncc(C#CC3CCCC3)cc2C(=O)N([C@H](C)CO)C[C@@H]1C,-0.4
C[C@H]1CN([C@@H](C)CO)S(=O)(=O)c2ccc(C#CCN(C)C)cc2O[C@@H]1CN(C)Cc1ccccc1F,1.8
C[C@@H]1CN([C@H](C)CO)C(=O)Cc2cc(NC(=O)Cc3cn(C)c4ccccc34)ccc2O[C@@H]1CN(C)Cc1ccc(-c2ccccc2)cc1,0.2

# Other results follow.
SMILES,NSD2 inh
COc1ccc(NC(=O)N(C)C[C@@H]2Oc3ncc(C#Cc4ccc(OC)c(OC)c4)cc3C(=O)N([C@H](C)CO)C[C@@H]2C)cc1,-5.2
CNC[C@H]1Oc2ncc(Br)cc2C(=O)N([C@H](C)CO)C[C@@H]1C,9.3
O=S(=O)(N[C@@H]1CCCN(Cc2cccc(OCCO)c2)C1)c1ccc(-c2ccccc2)cc1,-6.3
CC(C)NC(=O)N(C)C[C@@H]1Oc2ccc(NS(=O)(=O)c3cccs3)cc2CC(=O)N([C@H](C)CO)C[C@H]1C,-3.7

# Not all compounds are listed. The share of hits here may be higher or lower than overall.
